# esBAF inh: Bmi1 luciferase reporter increase in mESCs, primary screen, esBAF inhibitor project, mouse ES cells, Bmi1 luciferase knock-in, single point; 350,000 tested, 2% active; 24 h; 100% = twice the neutral-well signal; reporter increase, % at 12.5 µM; in the data active means activation above about 40%;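 further: 0% = median of the plate's neutral control wells and 100% = double that signal; a rise in the Bmi1 reporter signal indicates esBAF inhibition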
# RAD54 branch: inhibitors of human RAD54 branch migration, primary screen, biochemical, fluorescence, single point | DNA repair and recombination protein RAD54-like (Homo sapiens), Q92698 | RAD54 Holliday junction branch migration, FAM/BHQ fluorescence | inhibition, % at 10.4 µM | 360,000 tested, 0.14% active | AID 602329, 2012;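 active means mean normalized replicate activity at least 40 and at least half of replicates scoring 40 or more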;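 further: 0% = median of neutral control wells and 100% = median of positive control wells; inhibitors cause a drop in the FAM fluorescence signal; in these data hits start at about 50%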
# Target sequence (Q92698 whole entry, looked up): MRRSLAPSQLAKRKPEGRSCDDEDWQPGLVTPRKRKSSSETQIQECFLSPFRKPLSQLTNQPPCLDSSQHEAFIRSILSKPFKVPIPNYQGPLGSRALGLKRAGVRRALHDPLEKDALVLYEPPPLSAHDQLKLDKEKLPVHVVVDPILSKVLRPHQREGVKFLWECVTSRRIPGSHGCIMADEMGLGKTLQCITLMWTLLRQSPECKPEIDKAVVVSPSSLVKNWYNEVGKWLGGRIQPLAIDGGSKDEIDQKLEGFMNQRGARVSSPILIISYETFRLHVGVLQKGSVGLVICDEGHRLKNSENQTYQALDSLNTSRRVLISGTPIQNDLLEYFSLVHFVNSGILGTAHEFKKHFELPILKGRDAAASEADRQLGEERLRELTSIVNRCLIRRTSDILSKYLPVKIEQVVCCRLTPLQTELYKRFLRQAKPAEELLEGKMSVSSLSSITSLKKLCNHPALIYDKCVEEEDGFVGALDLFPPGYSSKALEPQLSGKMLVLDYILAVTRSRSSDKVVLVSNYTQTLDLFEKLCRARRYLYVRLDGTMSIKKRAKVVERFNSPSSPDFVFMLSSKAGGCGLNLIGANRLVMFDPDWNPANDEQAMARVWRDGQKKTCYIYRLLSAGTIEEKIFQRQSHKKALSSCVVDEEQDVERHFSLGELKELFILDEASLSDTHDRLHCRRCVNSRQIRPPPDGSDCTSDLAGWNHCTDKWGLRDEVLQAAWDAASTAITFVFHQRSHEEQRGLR
# The depositor's hits bear a star.
# Under each structure – esBAF inh, RAD54 branch
CCc1cc2c(SCC(=O)c3ccccc3)ncnc2s1
    8, 2
Nc1c(S(=O)(=O)c2ccccc2)cnc2c(-c3ccc(F)cc3)cnn12
    15, -2
CCN(CC)C(=O)CSc1nc2c(sc(=S)n2Cc2ccco2)c(=O)n1-c1ccccc1
    2, -5
Cn1nnnc1SCC(=O)NC(C)(C)C
    -3, -13
O=C(NCC(F)(F)F)Nc1ncccn1
    -2, 0
CC(=O)Nc1nnc(CCN2CCCCC2)s1
    7, -6
O=C(COc1ccc2ccccc2c1)Nc1cccc2cccnc12
    -7, -7
c1ccc2[nH]c(CSc3ncnc4c3oc3ccccc34)nc2c1
    12, -11
Cn1nc(C(F)(F)F)c2cc(NC(=O)OCC(C)(C)C)sc21
    -2, 9
COC(=O)c1c(C)[nH]c(C(=O)CN2CCOCC2)c1C
    0, -4
O=C(CCCNC(=O)/C(=C\c1ccccc1F)NC(=O)c1ccccc1)OCc1ccccc1
    6, 9
CCC1(C)COC2(OC1)C(=O)Nc1ccccc12 (centres undefined)
    -1, -9
Nn1c(SCC(=O)NC(=O)NCc2ccco2)nnc1-c1ccc(OC(F)F)cc1
    -9, -9
CCOc1ccc(CCNC(=O)C2CCN(S(=O)(=O)N3CCC(C)CC3)CC2)cc1OCC
    -10, -11
O=C(NCCN1CCCCCC1)c1ccc(CS(=O)(=O)c2ccc(Br)cc2)o1
    4, 2
N#Cc1nn(-c2ccccc2)nc1N1CCCCC1
    14, 1
O=C(NCc1cccs1)Nc1ccc(Cl)cc1
    31, -11
CCc1c(C)sc(NC(=O)c2cnn3cccnc23)c1C#N
    0, 1
CC(C)CNC(=O)c1nc(-c2ccccc2)n(-c2ccccc2)n1
    1, -9
O=C(Cn1nc(-c2ccc(Cl)cc2)c2ccccc2c1=O)NCC1CCCO1 (centres undefined)
    -2, 3
COc1ccc2c(C(=O)CN3CC(C)OC(C)C3)c[nH]c2c1 (centres undefined)
    6, 4
COc1cccc(N2CC(C(=O)NC3CCCCC3)CC2=O)c1 (centres undefined)
    1, -7
CCCCCCCSc1nsc(N)n1
    22, -6
O=C(O)C1C2C=CC(O2)C1C(=O)NCc1ccccc1Br (centres undefined)
    -10, 3
CC(C)CC1(C)NC(=O)N(CC(=O)NC(=O)Nc2ccc3c(c2)OCCO3)C1=O (centres undefined)
    2, 9
CCOC(=O)c1cccc(NC(=O)CSc2nnnn2C)c1
    -7, 2
CC(C)c1ccc2nc3sc(C(=O)N4CCc5ccccc5C4)c(N)c3cc2c1
    34, -4
O=C(Oc1cccc2c(OC(=O)N3CCCC3)cccc12)N1CCCC1
    6, -6
CCc1nc2ccc(C(=O)NCCc3ccco3)cc2nc1CC
    53*, -3
C=CCNC(=O)c1ccc(N(C)S(=O)(=O)c2ccc(OC)cc2)cc1
    -10, 0
CCCn1c(NCc2cc(OC)ccc2OC)nc2ccccc21
    28, 8
CCOc1ccc(C(=O)Nc2c3c(nn2-c2ccc(F)cc2)CS(=O)C3)cc1 (centres undefined)
    -3, -2
O=C(CC(c1ccco1)S(=O)(=O)c1ccccc1)c1ccc(F)cc1 (centres undefined)
    1, -8
CCOC(=O)N1CCN(C(=O)CSc2nnc(-c3cc(OC)cc(OC)c3)o2)CC1
    -6, -8
Cn1c(=O)cc(OCCCC(=O)N2CCN(c3ccccc3)CC2)c2ccccc21
    5, 3
O=C(O)C1CCCN1c1ncnc2c1oc1ccccc12 (centres undefined)
    15, 13
Nc1nc2sc3c(c2cc1C(=O)N1CCOCC1)CCCC3
    12, 2
COc1ccc(N(CC(=O)N2CCN(C)CC2)S(C)(=O)=O)cc1OC
    -7, 2
Cc1ccc(S(=O)(=O)N2CCN(C(=O)CSc3ncc(C(F)(F)F)cc3Cl)CC2)cc1
    -4, -4
CCc1nnc(NC(=O)CSc2nnc(COc3ccccc3)n2-c2ccc(C)cc2)s1
    -7, 2
O=C(NN=C1CCCCCC1)c1cc(-c2ccccc2)nc2ccccc12
    -5, 1
O=C(Nc1ccnc(-c2cccnc2)n1)c1cccc(Cl)c1Cl
    -1, 2
CC(C)CNC(=O)COC(=O)c1cncc(Br)c1
    -3, -11
Cc1cccn2c(=O)c3cc(C#N)c(=NC(=O)c4cccnc4)n(CC4CCCO4)c3nc12 (centres undefined)
    -12, -5
Cc1cc(C)cc(OC(C)C(=O)Nc2ccc(S(=O)(=O)Nc3cc(C)nc(C)n3)cc2)c1 (centres undefined)
    14, -2
CCn1nccc1C(=O)Nc1cc(Cl)cc(Cl)c1
    -4, -1
O=C(O)CC(NCc1ccco1)C(=O)OCC1CCCO1 (centres undefined)
    -1, 0
CCOC(=O)c1c(NC(=O)CSc2nnc(-c3cccnc3)n2Cc2ccco2)sc(C)c1C
    5, 7
COc1cccc(/C=N/NC(=O)CSc2nnc(C)n2-c2ccccc2)c1O
    -7, -1
O=C(CSc1nc2ccccc2o1)c1ccc2c(c1)OCCO2
    10, 1
CCOC(=O)c1cc(-c2ccccc2)sc1NC(=S)Nc1cc(C)ccn1
    -7, 6
Cc1cccc(NC(=O)CN(C)S(=O)(=O)c2cccc3nsnc23)c1C
    -10, -2
O=C(O)CC(Cc1ccc(Br)cc1)C(=O)O (centres undefined)
    -6, -11
CCC(C)NC(=O)N[C@@H](Cc1ccccc1)C(=O)O (some centres undefined)
    -16, -7
O=c1cc(/C=C/c2ccccc2)oc2ccccc12
    59*, 9
CCOC(=O)c1ccc2c(c1)nc(SCC(=O)NC(C)C)n2CC
    6, -9
CCOC(=O)C(NC(C)=O)(Nc1ccc(S(=O)(=O)Nc2cc(C)on2)cc1)C(F)(F)F (centres undefined)
    -11, 2
O=C(CSc1ncn[nH]1)Nc1ccccc1C(=O)O
    -1, 6
CCCn1c(-c2ccc(F)cc2)cnc1SCC(=O)O
    -2, -4
COc1ccc(C2CC(=O)c3cnc(NC(=O)c4ccccc4OC)nc3C2)c(OC)c1 (centres undefined)
    6, 5

# Remaining list, next part
# Under each structure – esBAF inh, RAD54 branch
N#CCCn1c(C2CCCCC2)nc2ccccc21
    -5, -6
CCOc1ccc(C(=O)OCC(=O)c2c(N)n(C)c(=O)n(C)c2=O)cc1OCC
    4, -6
Nc1nc(-c2nc3ccccc3[nH]2)cs1
    32, 6
COc1cc(NC(=O)c2cccs2)c(C(=O)OCC(=O)NC(C)c2ccccc2)cc1OC (centres undefined)
    -9, -10
Cc1c(C(=O)N2CCOCC2)sc2ncnc(N3CCc4ccccc4C3)c12
    8, -5
Nc1nc(-c2ccc(Cl)cc2Cl)cn1N
    -2, 3
COc1ccccc1Oc1ccc(S(=O)(=O)Nc2cccnc2)cc1
    10, -2
COCCNC(=O)CCCCCN1C(=O)CCC1=O
    -6, 3
CCN(CC)CCNc1ncnc2c1sc1nc(N3CCOCC3)c3c(c12)CC(C)(C)SC3
    -6, 26
C=C(C)C(=O)N1CC2(CC(c3cccc(NC(=O)CC)c3)=NO2)C[C@H]1C(N)=O (some centres undefined)
    -7, -2
Cc1ccc(N2CCN(C(=O)c3ccccc3NC(=O)/C=C\C(=O)O)CC2)cc1
    17, -3
O=C(Nc1cccc(F)c1)OC(CN1CCCCC1)C(F)(F)F (centres undefined)
    -3, -3
Cc1cc(NC(=O)NC2CCCN2S(=O)(=O)c2ccc(Cl)cc2)no1 (centres undefined)
    -3, 1
COc1ccc(-c2noc(CN3C(=O)c4ccccc4C3=O)n2)cc1
    5, 1
c1ccc(Oc2cccc(CN3CCCCC3)c2)cc1
    -1, 4
c1ccc(Oc2cccc(OCCCn3cncn3)c2)cc1
    14, -1
COc1cc(-c2nc3c(c(C)nn3-c3ccccc3)c3cc(OC)c(OC)cc23)ccc1O
    -8, 10
CCOC(=O)c1cnn(-c2ncnc3c2oc2ccccc23)c1N
    -20, 1
COc1ccccc1NC(=O)CN(c1ccccc1F)S(C)(=O)=O
    -3, -27
O=C(NNC(=O)c1cc(Br)ccc1O)c1csc(N2CCOCC2)n1
    8, -4
COc1ccc2ccccc2c1C(O)c1nccn1C (centres undefined)
    -2, -103
CNc1nc(NCCOc2ccccc2)c2sccc2n1
    0, -4
Oc1ccccc1-c1nc(N2CCN(Cc3ccccc3)CC2)c2ccccc2n1
    -2, 5
C[S+](CC[C@H](N)C(=O)O)C[C@H]1O[C@@H](n2cnc3c(N)ncnc32)[C@H](O)[C@@H]1O (some centres undefined)
    -3, 6
Cc1ccc(OCC(=O)N/N=C/c2cn[nH]c2-c2ccc(Cl)c(Cl)c2)cc1
    0, 7
CCCCNC(=O)Nc1nnc(-c2ccccc2)o1
    14, -16
CC(NS(=O)(=O)c1ccccc1)C(=O)Nc1nccs1 (centres undefined)
    7, -20
Cc1ccc(CN2CCSc3ccc(C(=O)NC4CCCC4)cc32)cc1
    4, -5
COc1ccccc1C(O)Cc1nc2ccccc2n1C (centres undefined)
    48*, 1
CCOC(=O)N1CCC(NC(=O)CCc2nc(-c3ccc(C)cc3)no2)CC1
    5, 1

# As entered above.
# Value of `CCOC(=O)c1cnn(-c2ncnc3c2oc2ccccc23)c1N` under RAD54 branch: 1
# Value of `C=C(C)C(=O)N1CC2(CC(c3cccc(NC(=O)CC)c3)=NO2)C[C@H]1C(N)=O` (some centres undefined) under esBAF inh: -7
# Value of `Cc1c(C(=O)N2CCOCC2)sc2ncnc(N3CCc4ccccc4C3)c12` under RAD54 branch: -5
# Value of `C=CCNC(=O)c1ccc(N(C)S(=O)(=O)c2ccc(OC)cc2)cc1` under esBAF inh: -10

# The main list resumes; the 5 compounds before the break are reprinted first.
# Under each structure – esBAF inh, RAD54 branch
CCCCNC(=O)Nc1nnc(-c2ccccc2)o1
    14, -16
CC(NS(=O)(=O)c1ccccc1)C(=O)Nc1nccs1 (centres undefined)
    7, -20
Cc1ccc(CN2CCSc3ccc(C(=O)NC4CCCC4)cc32)cc1
    4, -5
COc1ccccc1C(O)Cc1nc2ccccc2n1C (centres undefined)
    48*, 1
CCOC(=O)N1CCC(NC(=O)CCc2nc(-c3ccc(C)cc3)no2)CC1
    5, 1
CCOc1ccc(NC(=O)C2CCCN(S(=O)(=O)c3cnc[nH]3)C2)cc1 (centres undefined)
    -3, 0
CCCCC(c1nnnn1CC1CCCO1)N1CCN(Cc2ccccc2)CC1 (centres undefined)
    2, 2
CC(C)CC(NC(=O)C(NC(=O)OC(C)(C)C)C(C)C)C(=O)N1CCCC1C(N)=O (centres undefined)
    -3, -4
CC1(C)CC(=O)C2=C(C1)NC(SCC(N)=O)=C(C#N)C21CCCCC1
    1, -5
COc1ccccc1NC(=O)C(CC=C(Cl)Cl)C(C)=O (centres undefined)
    -1, 5
CCS(=O)(=O)N1CCCC(C(=O)NCCc2ccc(OC)c(OC)c2)C1 (centres undefined)
    -2, -14
COc1ccc(-c2nc3n(c(=O)c2C#N)CCCS3)cc1
    -3, 11
CCN(CC)S(=O)(=O)c1cccc(C(=O)NC(C(=O)NC2=NCCS2)C(C)C)c1 (centres undefined)
    3, 7
CCN(CCNC(=O)c1ccc(C#N)cc1)c1cccc(C)c1
    -4, 4
Cc1nc2c(=O)n(C)c(=O)[nH]c2n1Cc1ccccc1
    -5, 6
O=C(Nc1cnc2sccn2c1=O)c1ccc(Cl)cc1Cl
    -16, 6
NC(=O)c1ccc(-n2nnnc2SCC(=O)Nc2ccccc2-c2ccccc2)cc1
    -43, 6
Cn1c(SCC(=O)NC2CCCCC2)nnc1-c1cc2ccccc2o1
    34, -9
CC(C)N(CCNC(=O)C1CCC(=O)N1Cc1ccc(F)cc1)Cc1ccccc1 (centres undefined)
    1, -1
O=C(NCc1ccc2c(c1)OCO2)C1CCCN(C(=O)c2ccc(Cl)cc2)C1 (centres undefined)
    -4, -6
Cc1ccccc1NC(=O)Cn1nnc(-c2ccc(N3CCOCC3)cc2)n1
    10, 4
CSc1nnc([C@H](C)NC(=O)OC(C)(C)C)o1
    -1, -8
Cc1cc(C)c(C(=O)CSC2=NC(N)=C(C#N)C3(CCCCC3)C2C(N)=O)cc1C (centres undefined)
    37, -6
COc1ccc(-n2c(SCC(=O)N3CCCCC3)nc(O)cc2=O)cc1
    7, -2
Cc1c(NC(=O)CN2CCCc3ccccc32)c(=O)n(-c2ccccc2)n1C
    -6, -13
Cc1ccccc1C(=O)Nc1nc2n(n1)C(c1ccccc1)CC(=O)N2 (centres undefined)
    -3, -6
O=S(=O)(NCCSc1ccccc1)c1cccs1
    9, -2
O=C(CSc1nc2ccccc2o1)Nc1nncs1
    7, -15
Cc1c(CCC(=O)NC2CC2)c(=O)oc2c(C)c(O)ccc12
    1, -6
CCOC(=O)CSc1nnc(Cc2ccccc2)n1Cc1ccco1
    6, 5
COC(=O)[C@H](Cc1ccccc1)NC(=O)N1CCCCC1C (some centres undefined)
    29, -8
CCN(CC)S(=O)(=O)c1ccc(NC(=O)CN(c2cccc(C)c2)S(C)(=O)=O)cc1
    4, -1
COc1ccc2c(c1)c(C(=O)CN1CCC(C(N)=O)CC1)c(C)n2C
    -5, 37
CCC(=O)Nc1ccc(-c2ccc(N3CCN(C)CC3)nn2)cc1
    14, 3
COC(=O)Cn1c(CCS(=O)(=O)c2ccc(C)cc2)nc2ccccc21
    -7, 0
CSc1ccc(S(=O)(=O)NC2CCCCCC2)cc1
    7, -11
Cc1ccc(-n2ncc3c(NCc4ccc5c(c4)OCO5)ncnc32)c(C)c1
    -3, -8
O=S(=O)(NCC(c1cccnc1)N1CCN(c2ccc(F)cc2)CC1)c1cc(F)ccc1F (centres undefined)
    -5, 4

# 4 structures out of the list, sorted by molecular weight, ascending.
# Under each structure – esBAF inh, RAD54 branch
Cc1ccccc1C(=O)Nc1nc2n(n1)C(c1ccccc1)CC(=O)N2 (centres undefined)
    -3, -6
COc1ccc(-n2c(SCC(=O)N3CCCCC3)nc(O)cc2=O)cc1
    7, -2
Cc1cc(C)c(C(=O)CSC2=NC(N)=C(C#N)C3(CCCCC3)C2C(N)=O)cc1C (centres undefined)
    37, -6
O=S(=O)(NCC(c1cccnc1)N1CCN(c2ccc(F)cc2)CC1)c1cc(F)ccc1F (centres undefined)
    -5, 4

# Only part of the results is shown (hit frequency here may not be typical).
